Assay outcomes (PubChem BioAssay)
LAP4-GFP MLPCN: yeast TOR pathway LAP4-GFP modulation. actives 0.34% (n = 320,000). AID 2023. GFP response vs DMSO, % at 10 µM. S. cerevisiae LAP4-GFP multiplex, flow cytometry GFP, 3 h; median GFP as percent of DMSO wells;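 active = GFP response vs DMSO above a set limit, about the screen mean plus 3 SD, cut at about 150% in these data; inconclusive = under 70 cell events counted for the yeast strain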
AGP1-GFP MLPCN: alters AGP1-GFP fluorescence in TOR pathway yeast screen; AID 2066; GFP response vs DMSO, % at 10 µM; S. cerevisiae AGP1-GFP multiplex flow cytometry, 3 h; GFP as percent of DMSO wells; actives 0.02% (n = 320,000);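 active = GFP response relative to DMSO above a set limit, near screen average plus 3 SD, cut at about 150% in these data; inconclusive = fewer than 70 cells counted for the yeast strain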;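 note: median GFP channel fluorescence of the gated AGP1 strain per well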
CIT2 TOR yeast: alters CIT2-GFP fluorescence in TOR pathway yeast screen. S. cerevisiae CIT2-GFP strain, flow cytometry, 3 h; 100 means same as DMSO wells. GFP response vs DMSO, % at 10 µM. actives 0.065% (n = 320,000). AID 2029;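 active = GFP response relative to DMSO above a set limit, near the screen mean plus 3 SD, cut at about 150% in these data; inconclusive = Fewer than 70 cells measured for a yeast strain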;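 note: ratio of well median GFP fluorescence to mean of DMSO wells on the plate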
GRK2 inh: human GRK2 inhibition via aptamer displacement. P25098. bead flow cytometry, FAM-aptamer displacement from GRK2. inhibition of aptamer binding, % at 10 µM. actives 0.59% (n = 330,000). AID 488847;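 active = inhibition of aptamer binding above 40%, roughly 3 SD of noise, on plates passing a quality check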;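 note: median bead fluorescence of bound FAM aptamer so fluorescent compounds give negative values; no value below 0 was filed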
GASC-1 inh: inhibitors of human GASC-1 (JMJD2C) demethylase. Q9H3R0. inhibition, % at 2.35 µM. AID 2099. GST-JMJD2C(1-420) H3K9me3 demethylation, DELFIA europium. actives 0.069% (n = 330,000);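 active = more than half of a compound's replicate wells show inhibition beyond 50%, single wells judged on their own value; inconclusive = some, but no more than half, of replicates pass 50% inhibition; inactive = no replicate passes 50% inhibition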;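 note: signal counts dimethyl H3K9 product captured on neutravidin plate; 0% = median of DMSO wells and 100% = 0.3 times that DMSO median; strong numbers were not always called active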
RPL19A-GFP yeast: modulators of TOR pathway RPL19A-GFP in S. cerevisiae; S. cerevisiae RPL19A-GFP strain, flow cytometry, 3 h; hits give low values; percent response vs DMSO, % at 10 µM; AID 2025; actives 0.3% (n = 330,000);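 active = percent response vs DMSO below 50%; inconclusive = fewer than 70 events counted for the yeast strain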;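 note: median channel GFP fluorescence of the barcoded RPL19A-GFP strain; ratio of sample median GFP to plate DMSO average so 100% = DMSO; lower means less RPL19A-GFP as with rapamycin TOR inhibition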
VLA-4 inh: inhibition in a human VLA-4 binding assay. AID 2557. actives 0.2% (n = 330,000). inhibition, % (about 7 µM as worked out from the volumes in the protocol). VLA-4 expressing cells, ligand binding flow cytometry. P13612; in the data active = inhibition above about 50%
Target sequence (P13612 whole entry, looked up): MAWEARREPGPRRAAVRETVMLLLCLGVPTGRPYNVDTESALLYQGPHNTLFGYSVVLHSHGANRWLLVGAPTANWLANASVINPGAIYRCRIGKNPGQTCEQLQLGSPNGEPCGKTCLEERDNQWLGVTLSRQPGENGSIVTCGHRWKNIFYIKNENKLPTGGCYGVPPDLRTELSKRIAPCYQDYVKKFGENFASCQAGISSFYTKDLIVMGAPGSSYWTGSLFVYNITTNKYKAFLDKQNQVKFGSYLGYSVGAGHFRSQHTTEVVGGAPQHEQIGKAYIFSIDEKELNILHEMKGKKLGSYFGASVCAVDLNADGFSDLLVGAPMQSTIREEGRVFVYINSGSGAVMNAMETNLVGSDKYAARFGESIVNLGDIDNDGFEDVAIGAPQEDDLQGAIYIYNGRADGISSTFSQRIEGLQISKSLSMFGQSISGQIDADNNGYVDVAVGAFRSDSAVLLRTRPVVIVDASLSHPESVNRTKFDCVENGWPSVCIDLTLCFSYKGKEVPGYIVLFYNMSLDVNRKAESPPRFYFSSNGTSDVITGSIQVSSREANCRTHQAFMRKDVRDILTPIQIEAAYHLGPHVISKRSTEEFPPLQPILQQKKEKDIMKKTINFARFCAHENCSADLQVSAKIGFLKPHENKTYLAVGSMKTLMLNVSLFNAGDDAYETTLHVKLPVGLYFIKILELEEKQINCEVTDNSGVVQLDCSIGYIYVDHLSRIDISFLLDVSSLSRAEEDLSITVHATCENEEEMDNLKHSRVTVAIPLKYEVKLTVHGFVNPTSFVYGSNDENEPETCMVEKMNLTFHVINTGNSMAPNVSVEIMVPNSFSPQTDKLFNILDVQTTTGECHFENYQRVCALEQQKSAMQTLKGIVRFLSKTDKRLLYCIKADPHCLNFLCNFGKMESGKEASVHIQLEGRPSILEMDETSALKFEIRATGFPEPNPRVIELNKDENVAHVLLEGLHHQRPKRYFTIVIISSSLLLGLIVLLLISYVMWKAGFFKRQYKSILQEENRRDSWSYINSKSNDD
MEP2 TOR yeast: modulators of TOR pathway MEP2-GFP in S. cerevisiae; S. cerevisiae MEP2-GFP strain, flow cytometry GFP, 3 h; 100% = DMSO control level; GFP response vs DMSO, % at 10 µM; actives 0.51% (n = 330,000); AID 2016;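 active = GFP response versus DMSO above a set limit, roughly screen mean plus 3 SD, cut at about 180% in these data; inconclusive = fewer than 70 cells counted for a yeast strain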;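 note: median GFP fluorescence of the barcode-gated MEP2-GFP cells per well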
Numbers without * were called inactive; i = inactive; u = inconclusive; x = not tested or not shown; [ ] = dose if it differs, or a comment. Compounds as they come, and some 1.7% of all compounds hit somewhere here.

SMILES	LAP4-GFP MLPCN	AGP1-GFP MLPCN	CIT2 TOR yeast	GRK2 inh	GASC-1 inh	RPL19A-GFP yeast	VLA-4 inh	MEP2 TOR yeast
COc1ccc(OC)c(NC(=O)Cc2csc(NC(=O)Nc3ccccc3OC)n2)c1	104	94	95	1	6	96	-28	108
OCC[C@H]1C[C@H](O)[C@@H](O)[C@]2(Cc3ccccc3O2)O1	133	77	71	0	-12	96	-1	94
O=C(COC(=O)c1cccnc1Cl)Nc1cc(S(=O)(=O)N2CCOCC2)ccc1Cl	99	95	103	1	6	97	3	96
C=CCSC(=S)NC1CCS(=O)(=O)C1 (stereo not drawn)	120	95	98	0	-8	102	-11	107
COc1ccc(Br)c(OC)c1C(=O)NC(=O)Nc1c(F)cccc1F	99	103	107	1	i	110	10	103
Cc1ccc(-c2cn(CCC(=O)O)c(-c3ccc(Cl)nc3)n2)cc1	99	100	95	0	9	99	-4	102
CN(C(=O)c1cccc(NC(=O)Cc2cccc([N+](=O)[O-])c2)c1)C1CCCC1	94	86	85	0	x	91	7	87
COc1ccccc1Nc1ncnc2c1c(C)c(C)n2CCO	97	105	109	1	6	105	1	113
O=S(=O)(c1cccs1)N1CN(C2CCCC2)c2nc3ccccc3nc21	103	102	92	1	-4	96	6	98
Cc1nc2ccc(NS(=O)(=O)c3ccc(Br)cc3)cc2s1	113	103	97	1	4	103	-21	109
O=Nc1c(O)n(Cc2ccc(Cl)cc2)c2ccccc12	102	98	102	4	-9	97	0	101
COc1ccc(NC(=O)CN2CCN(CC(=O)Nc3ccccc3Cl)CC2)cc1Cl	u	u	u	0	-12	u	-7	u
Cc1c(NC(=O)C2CC(c3ccc(F)cc3)=NO2)c(=O)n(-c2ccccc2)n1C (stereo not drawn)	101	98	98	3	-5	99	-19	105
CC(=O)C1=NN(c2ccccc2)C(c2ccc3c(c2)OCO3)N1c1ccccc1 (stereo not drawn)	89	27	90	0	-2	104	-11	100
O=C(N/N=C/c1cccc([N+](=O)[O-])c1)C1COc2ccccc2O1 (stereo not drawn)	108	119	111	1	0	106	21	110
CSc1c(SCc2ccccc2)cnn(Cc2ccccc2)c1=O	99	98	92	2	7	98	15	93
O=C(Nc1cccc(F)c1)Nc1ccnn1C1CCN(C(=O)c2ccccn2)CC1	100	105	104	0	-4	104	3	105
COc1ccc(-c2nc(CSCC(=O)NCCCN3CCCC3=O)c(C)o2)cc1	93	98	103	0	-33	101	19	100
O=c1c2ccccc2nc2ccc(NCc3cccs3)nn12	106	103	102	0	1	102	10	108
COC(=O)C(Cc1c[nH]c2ccccc12)NC(=O)c1cc(-c2ccc(OC)c(OC)c2)oc1C (stereo not drawn)	98	95	101	0	-3	104	-62	108
O=C(c1ccc(CN2CCOCC2)cc1)N1CCC(Cc2ccccc2)CC1	98	92	93	0	3	96	-5	101
Cc1cc(C)n(CC(C)NCc2cn[nH]c2-c2ccc(C)c(C)c2)n1 (stereo not drawn)	94	98	98	1	-1	96	16	92
CCN(c1ccc(OC)cc1)S(=O)(=O)N1CCCC(C(=O)NCc2cccc(C)c2)C1 (stereo not drawn)	114	97	96	2	13	109	-16	105
Cc1ccc(Cl)c(NC(=O)COC(=O)c2ccccc2C(=O)c2ccc(Cl)c([N+](=O)[O-])c2)c1Cl	93	95	95	3	5	94	10	94
O=C(CN1C(=O)NC2(CCCCCCC2)C1=O)NC1CCCc2ccccc21 (stereo not drawn)	90	102	107	3	4	105	27	105
COc1cc2c(cc1OC)[C@H](Cc1ccc(O)cc1)NCC2	125	84	99	0	-10	99	-2	90
CCOc1ccc(C(C)=O)cc1COC(=O)CCc1cc(OC)c(OC)c(OC)c1	118	104	99	0	-12	102	-6	102
Cc1nnc(Sc2nc3c(c(=O)[nH]c(=O)n3C)n2CCc2ccccc2)s1	100	98	99	4	24	97	8	103
COc1ccc(S(=O)(=O)N2CCOCC2)cc1C(=O)N1CCCCC1	82	93	85	3	3	104	-7	93
O=C(NNc1nc(-c2ccc(Br)cc2)cs1)c1ccco1	89	88	91	2	13	90	-10	92
COc1ccccc1N1CCN(C(=S)Nc2ccc3nc(N4CCOCC4)cc(C)c3c2)CC1	104	95	94	1	5	99	2	96
O=C(CCC(=O)NC1CCCCC1)N/N=C/c1ccncc1	112	89	88	0	31	98	-3	96
CCC(=O)Nc1ccc(Cl)c(NC(=S)NC(=O)c2ccco2)c1	108	98	91	0	6	105	-21	100
O=C(O)CCC(=O)Nc1nc2ccccc2s1	104	103	101	0	-6	99	7	107
O=S(=O)(Cc1ccccc1Cl)Nc1ccccn1	108	98	99	0	-5	98	11	110
O=[N+]([O-])c1ccc(-c2nc(-c3ccncc3)no2)cc1	91	103	94	0	-13	95	7	92
CC(=O)Nc1nc(C)c(Oc2ccc(Cl)cc2Cl)c(=O)[nH]1	116	99	100	2	2	97	5	100
NC(=O)NC(CC(=O)NCCCc1ccccc1)c1ccc(Cl)cc1 (stereo not drawn)	108	103	96	1	-7	98	-1	101
COc1ccccc1CNC(=O)[C@@H]1CCCN1S(=O)(=O)c1ccc(C)cc1	94	91	86	3	6	97	-8	90
CC(=O)Nc1cccc(NC(=O)c2cc3ccccc3o2)c1	102	103	99	0	-3	101	1	96

Part of the list above with just RPL19A-GFP yeast:
mol	RPL19A-GFP yeast
O=C(CCC(=O)NC1CCCCC1)N/N=C/c1ccncc1	98
CCC(=O)Nc1ccc(Cl)c(NC(=S)NC(=O)c2ccco2)c1	105

(listing goes on)
SMILES	LAP4-GFP MLPCN	AGP1-GFP MLPCN	CIT2 TOR yeast	GRK2 inh	GASC-1 inh	RPL19A-GFP yeast	VLA-4 inh	MEP2 TOR yeast
Cc1cccc(OCCC(=O)Nc2ccc(F)c(F)c2)c1	105	99	95	0	11	100	9	108
COc1ccc2c(=O)c3c(=O)n(Cc4ccco4)c(-c4cc(OC)c(OC)c(OC)c4)nc3oc2c1	106	110	114	3	-13	107	0	106
O=C(NCC1CCN(Cc2ccccc2F)CC1)Nc1cc(F)ccc1F	84	86	88	0	-1	98	11	98
O=C(Nc1ccccc1N1CCN(c2ccccc2)CC1)c1cccc(F)c1	101	93	92	2	0	93	15	98
Cc1ccc(C(=O)CSc2ccccn2)cc1	101	75	77	3	-4	87	8	86
Cn1nnc(NC(=S)NC(=O)c2ccc(-c3ccc(Br)cc3)o2)n1	108	103	101	0	5	98	-2	97
Cc1ccccc1NC(=O)c1nnn(-c2ccc3c(c2)OCCO3)c1N	114	96	92	0	28	95	7	103
CC(=O)N(Cc1cc2c(C)cc(C)cc2[nH]c1=O)C1CCCCC1	86	81	77	1	22	85	-3	86
CCn1cc(C(=O)OCC(=O)Nc2ccc(C(C)C)cc2)c(=O)c2ccc(C)nc21	93	94	102	0	-13	99	-4	103
CN(C)c1cccc(C(=O)NCC2CCCO2)c1 (stereo not drawn)	90	87	92	0	1	87	-3	93
COc1ccc(NC(=O)CCSc2ccc(F)cc2)cc1	125	91	93	0	4	101	13	111
COc1cc(CC(NC(C)=O)C(=O)NC2CCN(C(=O)Nc3ccc(C)cc3)CC2)cc(OC)c1 (stereo not drawn)	102	113	112	3	-16	106	6	120
O=S(=O)(Nc1ccccc1N1CCOCC1)c1c(F)cc(F)cc1Br	97	104	107	0	1	100	3	103
Nc1nc(-c2ccccc2)c(C(=O)Nc2ccccc2)s1	133[may fluoresce violet]	u	u	0	-2	16*[may fluoresce violet]	5	u
O=C(NN=C1CCCCCC1)c1cccnc1	96	98	102	1	-4	95	-5	96
COCC(=O)N(C)c1nnc(-c2cnccn2)s1	102	103	111	0	-2	100	-24	107
COCCNC(=O)c1cccc(Nc2nc(-c3ccccc3)c3cc(Cl)ccc3n2)c1	97	103	100	0	-2	105	38	107
O=C(CSc1c2c(nc3ccc(Cl)cc13)CCCC2)NCCCN1CCOCC1	92	106	99	7	0	106	6	104
COc1ccc(NC(=O)CSc2nnc(-c3cc(C)[nH]n3)n2N)cc1OC	101	103	107	0	5	101	23	120
CC(CCc1ccccc1)NC(=O)c1nnc(Cc2ccc(F)cc2)o1 (stereo not drawn)	109	104	105	0	8	105	15	107

Continued (2 carried over from the part before).
SMILES	LAP4-GFP MLPCN	AGP1-GFP MLPCN	CIT2 TOR yeast	GRK2 inh	GASC-1 inh	RPL19A-GFP yeast	VLA-4 inh	MEP2 TOR yeast
COc1ccc(NC(=O)CSc2nnc(-c3cc(C)[nH]n3)n2N)cc1OC	101	103	107	0	5	101	23	120
CC(CCc1ccccc1)NC(=O)c1nnc(Cc2ccc(F)cc2)o1 (stereo not drawn)	109	104	105	0	8	105	15	107
CCOC(=O)CNc1c(-c2ccc(OC)cc2)nc2ccc(Cl)cn12	107	96	95	0	10	97	-10	98
CC1CCN(C(=O)COC(=O)C23CC4CC(CC(O)(C4)C2)C3)CC1	97	94	93	0	8	97	1	95
COc1ccc(C(=O)Nc2ccc(N3CCN(C(C)=O)CC3)cc2)cc1[N+](=O)[O-]	96	91	96	2	-2	90	2	97
Cc1cc(C(=O)CSc2nc3ccccc3n2C)c(C)n1C	105	101	101	5	7	100	-3	105
CCCNC(=O)c1ccc(Cn2cc(-c3ccc(OC)cc3)nc2C(C)N)cc1 (stereo not drawn)	101	94	97	0	-3	102	21	100
CCc1ccccc1-n1nnnc1-c1cnccc1C(F)(F)F	104	97	84	0	-1	94	2	92
CCNc1nc(N)nc(Oc2ccc(C(=O)OC)cc2)n1	92	90	92	0	11	91	9	93
O=C(Cc1ccc([N+](=O)[O-])cc1)Nc1ccc(Br)cn1	98	121	97	4	-35	104	4	123
C[C@H]1CN=C(Nc2ccccc2)N1CCC1CCCC1	113	81	68	0	-6	95	33	92
C[C@@H]1O[C@@H](O[C@H]2[C@H](Oc3cc(O)c4c(c3)O[C@H](c3ccc(O)cc3)CC4=O)O[C@H](CO)[C@@H](O)[C@@H]2O)[C@H](O)[C@H](O)[C@H]1O	97	93	88	2	-11	96	6	97
CCOc1cc(-c2noc(-c3cccnc3)n2)ccc1OC	103	92	92	0	25	97	7	106
COCCCn1c(SCC(=O)Nc2nnc(C)s2)nnc1-c1ccoc1C	105	101	109	0	-2	99	5	103
C[C@@H]1C=C[C@](Cc2ccccc2)(C(=O)NCC2CC2)N1C(=O)c1ccccc1	108	97	90	0	8	112	-2	96
CCC(=O)Nc1ccc(OCc2nc3ccccc3s2)cc1	126	104	109	0	24	116	-10	110
COc1ccc(OCCN(C)Cc2ccccc2)cc1	95	97	94	0	-13	98	14	98
O=C(Nc1ccc(NC(=S)NC(=O)c2ccco2)cc1)c1ccccc1	96	99	105	1	13	101	-7	106
COc1cccc(OCC(O)CN2C(C)CCCC2C)c1 (stereo not drawn)	93	97	90	2	5	95	7	100
O=C(O)CSc1ccc(NC(=O)Nc2ccccc2F)cc1	94	102	102	2	0	102	4	106
CN(C)CCCn1c(=S)[nH]c2ccccc2c1=O	106	97	96	1	10	95	2	99
CSCCCNC(=O)c1ccc(OC2CCN(C(=O)c3cccnc3)CC2)cc1	103	112	85	0	-2	102	-4	102
COC(=O)c1ccc(SCc2cnc(Cl)s2)cc1	86	88	91	4	-1	89	-1	100
COc1ccccc1CNC(=O)c1cc2c(=O)[nH]c3ccccc3c2n1C	94	92	101	0	-30	96	-1	100
CCn1nc(C(=O)OCC(=O)N(CC(C)C)c2c(N)n(Cc3ccccc3)c(=O)[nH]c2=O)c2ccccc2c1=O	99	99	97	3	3	99	4	101
